# Compound activity deposited in PubChem by National Center for Advancing Translational Sciences (NCATS).
# WRN helicase inh: inhibitors of human WRN helicase | Q14191 | 360,000 tested, 0.46% active | WRN helicase unwinding, fluorescent forked duplex, kinetic | Potency, µM (series often up to 114 µM), for inactives: top-dose activity change, negative = inhibition, most hits filed as inhibitors; note: potency is the fitted concentration of half-maximal effect; % is set by controls: 0 for no effect and ±100 for the full control effect; nearly all actives have a fitted effect of over 55% in size
#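 WRN at 20 nM final was preincubated with compound for 15 min at room temperature; reaction started with 100 nM forked duplex oligonucleotide carrying fluorophore and quencher plus 2 mM ATP (final). Unwinding followed kinetically by red fluorescence (ex 525/em 598 nm).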
# CCT modulator: changes cytosolic chaperonin activity; 360,000 tested, 0.3% active; purified chaperonin ATPase assay, HTRF ADP detection, 30 min; activity change, % (concentration not given with the values), hits read low; in the data active = activity change below about -30%; note: % is set by controls: 0 for no effect and ±100 for the full control effect
#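 ATPase activity: ADP formed was measured by HTRF Transcreener (665/615 nm ratio) after 30 min at 37 deg C with 10 uM ATP. Compounds screened at one 76 uM concentration against 40 or 20 nM TRiC in Tris pH 7.4/KCl/MgCl2/DTT buffer.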
# PI5P4Ka inh: inhibitors of human PI5P4K alpha. P48426. PI5P4Kalpha enzyme, ADP-Glo luminescence, 60 min; stronger effect = lower value. max response, %. 330,000 tested, 1.2% active. AID 652105; active = max response of -50% or lower; inconclusive = between -30% and -50%; inactive = -30% or higher; note: value at the top dose of about 77 µM; % is set by controls: 0 for no effect and ±100 for the full control effect
# Target sequence (P48426 whole entry, looked up): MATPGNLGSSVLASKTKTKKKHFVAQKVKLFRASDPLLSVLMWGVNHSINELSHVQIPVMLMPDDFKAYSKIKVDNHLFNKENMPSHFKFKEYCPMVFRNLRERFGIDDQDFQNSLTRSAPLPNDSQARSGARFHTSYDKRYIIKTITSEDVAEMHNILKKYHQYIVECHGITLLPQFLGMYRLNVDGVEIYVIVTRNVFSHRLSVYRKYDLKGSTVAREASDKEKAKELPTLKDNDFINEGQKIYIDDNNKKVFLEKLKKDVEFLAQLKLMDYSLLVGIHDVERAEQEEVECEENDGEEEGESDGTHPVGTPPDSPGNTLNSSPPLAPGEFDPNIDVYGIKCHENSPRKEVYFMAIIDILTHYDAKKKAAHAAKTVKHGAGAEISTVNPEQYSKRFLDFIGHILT
#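 ADP-Glo luminescence end-point read after a 60 min room-temperature kinase reaction of PI5P4Kalpha plus substrate, initiated with ATP at 5 microM final. Buffer: 0.038 M HEPES pH 7.4, EGTA, 0.1% CHAPS, 5% DMSO.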
# EPAC1 ag: activates human EPAC1 exchange factor. O95398. EPAC1 agonist qHTS, biochemical assay; response scale: 100% = response to 6.5 mM cAMP. Potency, µM (series often up to 154 µM), for inactives: top-dose activation, usual class: activators. 360,000 tested, 0.073% active. AID 720707; note: potency is the fitted concentration of half-maximal effect; nearly all actives have a fitted effect of over 60% in size
#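 Normalized to 6.5 mM cAMP, activity reflects EPAC1-catalysed release of BODIPY-GDP from Rap1B, followed kinetically over 30 min at 480 nm excitation, 540 nm emission. Reaction contained 100 nM EPAC1, 250 nM Rap1B-BODIPY-GDP, 50 uM GDP.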
# MmCpn inh: M. maripaludis TRiC chaperonin inhibition. 330,000 tested, 0.031% active. purified Mm-Cpn ATPase, ADP Transcreener TR-FRET. Potency, µM (doses to about 76.9 µM), inactives show at the highest dose activity, negative = inhibition, actives largely listed as inhibitors; note: potency is the fitted concentration of half-maximal effect; % is set by controls: 0 for no effect and ±100 for the full control effect; nearly all actives have a fitted effect of over 80% in size
#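 ATP (10 uM final) was added to archaeal chaperonin (25 nM final) after 10 min exposure to test compound at 37°C; after 30 min further incubation, ADP was detected by competitive TR-FRET.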
# PLK1 PBD block: PLK1 (human) polo-box domain binding inhibition; 360,000 tested, 2.8% active; Potency, µM, inactives show max response, negative = inhibition, usual class: inhibitors; Plk1 PBD binding of FITC phosphopeptide, fluorescence polarization; P53350; note: potency is the fitted concentration of half-maximal effect; series mostly up to about 57 µM; % is set by controls: 0 for no effect and ±100 for the full control effect; nearly all actives have a fitted effect of over 65% in size
# Target sequence (P53350 whole entry, looked up, the tested form may be a part): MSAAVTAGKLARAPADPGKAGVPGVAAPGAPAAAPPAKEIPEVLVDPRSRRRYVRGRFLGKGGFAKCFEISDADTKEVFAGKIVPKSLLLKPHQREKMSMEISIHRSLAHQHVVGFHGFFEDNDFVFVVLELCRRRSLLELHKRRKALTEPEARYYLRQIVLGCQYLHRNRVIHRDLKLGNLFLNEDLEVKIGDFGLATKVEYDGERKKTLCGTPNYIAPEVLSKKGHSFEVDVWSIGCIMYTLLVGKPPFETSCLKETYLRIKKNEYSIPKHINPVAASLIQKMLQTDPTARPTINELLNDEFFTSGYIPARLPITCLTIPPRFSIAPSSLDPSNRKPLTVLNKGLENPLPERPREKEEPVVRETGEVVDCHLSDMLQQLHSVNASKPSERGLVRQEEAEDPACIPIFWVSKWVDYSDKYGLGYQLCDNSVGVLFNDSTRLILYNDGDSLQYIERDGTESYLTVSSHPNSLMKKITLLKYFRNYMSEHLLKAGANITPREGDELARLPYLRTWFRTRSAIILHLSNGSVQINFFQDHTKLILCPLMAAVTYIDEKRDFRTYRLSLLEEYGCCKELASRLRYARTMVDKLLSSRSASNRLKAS
# EPAC2 antagonist: antagonists of human EPAC2 | EPAC2 GEF exchange of Rap1B-BODIPY-GDP, fluorescence | AID 720708 | Potency, µM (highest dose often 114 µM), for the others: at the highest dose activity, negative = inhibition, most hits filed as inhibitors | 360,000 tested, 0.18% active | Q8WZA2; note: potency is the fitted concentration of half-maximal effect; % is set by controls: 0 for no effect and ±100 for the full control effect; nearly all actives have a fitted effect of over 45% in size; many of its hits are not listed in these tables
# EPAC1 antag: blocks human EPAC1 exchange factor; Potency, µM (doses to about 115 µM), inactives show at the highest dose activity change, negative = inhibition, hits mostly inhibitors; AID 720709; O95398; EPAC1 GEF assay, Rap1b-BODIPY-GDP exchange fluorescence; 360,000 tested, 0.14% active;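 note: potency is the fitted concentration of half-maximal effect; plate controls were vehicle for no effect and positive control for full effect; nearly all actives have a fitted effect of over 50% in size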
# * = called active by the depositor; ? = inconclusive; / = no result given; [ ] = dose if it differs, or a comment. Unless noted, calls come from the whole dose curve; as a rule, active = well fitted curve in the direction sought with a large enough effect; inconclusive = small, poorly fitted or top-dose-only effect, or another doubt; inactive = no such curve, though single readings can be large; an effect the other way counts as inactive or inconclusive. Some of the compounds tested (hit frequency here may not be typical).
SMILES,WRN helicase inh,CCT modulator,PI5P4Ka inh,EPAC1 ag,MmCpn inh,PLK1 PBD block,EPAC2 antagonist,EPAC1 antag
Cc1snc(SCc2c(F)cccc2Cl)c1C#N,-10.5%,-1.9,24.7,11.6%,1.5%,-4.0%,?,-28.3%
CCn1c(SCC(=O)Nc2ccc(Cl)cc2)nc2nc3c(cc2c1=O)CCCC3,-1.4%,-0.7,4.4,3.1%,0.5%,-3.6%,-5.5%,-28.1%
COc1ccc(NC(=O)c2nc[nH]c2C(=O)N[C@@H](C)c2ccccc2)cc1,-12.0%,-5.3,20.7,2.6%,1.7%,-3.2%,-16.0%,-16.5%
CCCCN1CC(COCc2ccccc2)Oc2cccc(Oc3ccc(C)cc3)c2S1(=O)=O (stereo not drawn),-2.2%,-1.4,-3.4,-5.4%,/,-9.4%,1.6%,-6.5%
COC(=O)c1ccc(COC(=O)c2ccc(-n3cnnn3)cc2)o1,3.1%,-1.3,/,0.6%,-1.6%,-7.0%,1.6%,3.5%
COCCOC(=O)C1=C(N)OC2=C(C(=O)CCC2)C1c1cccnc1 (stereo not drawn),-1.1%,-9.6,-0.7,4.1%,1.7%,-7.4%,0.6%,1.1%
CCOC(=O)c1c(NC(=O)CCS(=O)(=O)c2ccccc2)sc2c1CC(C)(C)NC2(C)C,-15.7%,-0.2,-0.9,-23.4%,0.4%,-15.3%,9.9%,1.6%
CSc1ccc(S(=O)(=O)NCC(=O)OCC(=O)NCc2cccs2)cc1[N+](=O)[O-],-3.1%,-0.6,-7.1,2.6%,-7.7%,0.3%,2.0%,-5.9%
COc1cccc(-c2cnc3c(NC=O)cc(-c4ccc(S(C)(=O)=O)cc4)cn23)c1,-1.5%[57.1 µM],-1.4,-21.4,8.8%,/,-14.9%,-1.8%,-7.5%
COc1ccc2[nH]c(O)c(NC(C)=O)c2c1,16.9%[57.1 µM],-3.0,-8.9,-4.1%,0.6%,-11.5%,-6.5%,-3.2%
CN(Cc1ccccc1)C(=O)CSc1nc2c(c(C(F)(F)F)n1)CCc1ccccc1-2,-2.7%,-0.3,/,1.4%,/,-10.6%,-6.6%,2.8%
Cc1ccccc1Cc1c(C)nc2nc(SCC(=O)NCCCN3CCCC3)nn2c1C,4.1%,-0.1,-3.6,-4.1%,2.0%,-4.7%,-0.3%,2.5%
Cc1ccc(-c2nnn(CC(=O)NCCC3=CCCCC3)n2)cc1,-7.1%,-2.1,-0.1,5.5%,1.3%,-6.9%,-3.0%,-0.3%
COc1cc(-c2c(C#N)c(N)nc3c2c(C)nn3-c2ccc(C)c(C)c2)cc(OC)c1OC,-14.9%,-2.1,/,12.4%,?,-1.8%,-17.5%,-18.9%
COCCCNC(=O)CSC1=Nc2ccccc2C2=NC(CC(=O)NCc3ccccc3)C(=O)N12 (stereo not drawn),-9.0%,-1.8,/,-0.8%,-0.7%,-2.9%,-1.4%,-2.5%
COc1ccc(C=C2SC(=O)NC2=O)cc1OC,-2.6%,-0.5,-27.0,-4.1%,/,-4.7%,?,-29.3%
CC(C)C[C@H]1CNC(=O)C(=O)N1C[C@H](Cc1ccc(O)cc1)NC(=O)CC12CC3CC(CC(C3)C1)C2,-1.7%,-2.0,-0.6,-5.0%,/,3.4%,1.6%,5.4%
Cc1cc(C(=O)Nc2ccc(S(=O)(=O)N3CCCC3)cc2)cs1,-5.3%,1.5,/,-2.1%,-1.0%,0.5%,-3.9%,-0.2%
CCCCNc1c(-c2ccc(F)cc2)nc2nc(C)cc(C)n12,2.0%,-1.3,-4.4,4.5%,/,-5.3%,-5.1%,-9.3%
COc1cc2nc(CN3CCN(S(=O)(=O)c4ccc(Cl)cc4)CC3)[nH]c(=O)c2cc1OC,-2.6%,1.1,-1.1,14.2%,-2.5%,2.0%,-4.9%,-6.0%
O=C(NCCNC(=O)c1ccccc1O)c1ccccc1O,7.5%,0.6,9.2,0.4%,-0.8%,3.4%,8.5%,3.1%
Oc1ccc(N2CCN(C(c3cccnc3)c3nnnn3Cc3ccccc3)CC2)cc1 (stereo not drawn),-7.6%[57.1 µM],2.3,/,-0.6%,-1.9%,0.0%,16.4%,7.6%
CC1(C(=O)NS(=O)(=O)Cc2cccc(Cl)c2)CCN1C(=O)C1CCCCC1 (stereo not drawn),3.1%,0.0,0.6,0.4%,/,-12.4%,6.8%,6.9%
Nc1ccc2c(c1)C(=O)c1ccccc1C2=O,-14.7%,-6.0,-13.3,-7.3%,-2.4%,-9.9%,-0.4%,3.7%
COc1ccc(CCNC(=O)COC(=O)C2CC2C)cc1OC (stereo not drawn),0.0%,0.9,-0.1,3.5%,-0.7%,-1.8%,2.1%,-28.6%
O=C(C[C@H]1C[C@H]2c3cc(NC(=O)CC4CC4)ccc3O[C@H]2[C@H](CO)O1)NCc1ccccc1F,-8.0%,0.6,8.5,9.9%,/,-19.8%,-10.6%,-8.9%
O=C(O)c1cccc(S(=O)(=O)Nc2ccc3oc(=O)sc3c2)c1,?,-1.2,-16.1,-8.2%,-2.1%,?,-11.1%,-24.2%
O=C(/C=C/Nc1ccc(S(=O)(=O)Nc2cnc3ccccc3n2)cc1)c1ccccc1,-24.7%,-2.2,3.0,3.6%,3.6%,-8.8%,14.4%,-9.7%
O=C(NCc1ccco1)c1ccccc1Br,3.2%,-21.7,-3.4,6.2%,-0.5%,26.7µM*,-3.0%,-5.4%
COc1cc2c(cc1OC)C(c1ccccc1)CC2=O (stereo not drawn),-6.8%,-1.8,0.1,2.8%,-2.8%,-14.3%,-3.2%,-20.1%
CCCCCCN=C1CC(C)(C)CC(=O)/C1=C(/O)CCC,-25.2%,1.2,9.4,-6.2%,0.5%,-2.0%,6.4%,-4.0%
CCOC(=O)Cn1c(=NC(=O)c2sc3ccccc3c2Cl)sc2cc(S(N)(=O)=O)ccc21,-11.0%,0.9,-14.1,6.4%,-26.4%,-7.8%,-4.2%,-20.4%
Cc1ccc(C(C(=O)NC2CCCCC2)N(CC2CCCO2)C(=O)CNC(=O)c2ccco2)cc1 (stereo not drawn),-2.4%,0.5,-1.1,3.6%,0.2%,-25.6%,1.6%,3.7%
CSc1ccc(S(=O)(=O)NCC(=O)OC2CCOC2=O)cc1[N+](=O)[O-] (stereo not drawn),-3.2%,-1.5,7.3,0.2%,-3.4%,-9.1%,4.4%,9.7%
CCN(CC)S(=O)(=O)c1cccc(C(=O)NC(C(=O)NC2=NCCS2)C(C)C)c1 (stereo not drawn),-35.6%[57.1 µM],-1.6,-9.0,-11.6%,1.1%,-8.9%,5.2%,6.2%
COc1cccc(C(=O)Nc2cc3c4c(c2)CC(=O)N4CCC3)c1,-0.8%,0.2,2.7,-1.2%,2.7%,1.1%,26.1%,-1.7%
CCOC(=O)[C@]12CCC=C1N(CCC1=CCCCC1)C(=O)[C@H](CC(=O)NCc1ccc(C)o1)C2,0.9%,-1.1,?,-7.1%,/,-24.8%,1.9%,-2.0%
CCC/C=C/c1ccc(CN2C(C)C(=O)N(Cc3cn(CC4CCCCC4)nn3)CCS2(=O)=O)cc1 (stereo not drawn),0.4%,-0.4,14.2,0.5%,/,3.3%,-4.3%,-7.4%
COc1ccc(C2(C(=O)c3ccccc3)C(=O)c3ccccc3C2=O)cc1,-2.8%,0.2,-1.1,9.0%,0.0%,11.9µM*,-2.1%,-7.3%
C#CCOCCOCCOCCNc1nc(N2CCN(C(=O)CCCCCCCCCCNC(=O)[C@H](CCC(=O)O)n3cc(CCCCCN)nn3)CC2)nc(N2CCN(C(=O)CCCCCCCCCCNC(=O)[C@@H]([C@H](C)O)n3cc(C)nn3)CC2)n1,3.7%,-6.1,-22.2,11.7%,0.6%,-14.1%,19.7%,-2.1%
COCCOC(=O)c1c(C)oc2ccc(NS(=O)(=O)c3ccccc3)cc12,-13.7%,-0.1,/,13.5%,-1.8%,-0.9%,-9.5%,-20.5%
CCCCCCC1NC(C(=O)O)CS1 (stereo not drawn),1.8%,0.4,-0.4,-5.3%,-1.0%,-5.7%,2.0%,5.1%
CCOC(=O)c1sc(NC(=O)CSc2nnc(C(C)C)n2CC)nc1C,-4.8%,0.0,6.1,-4.7%,-0.4%,1.0%,19.3%,15.3%
O=S(=O)(NCc1ccco1)c1cccc(S(=O)(=O)N2CCOCC2)c1,0.9%,1.9,-1.2,-4.0%,2.3%,-5.9%,4.5%,17.4%
CC(O)CNC1c2ccccc2CC1O (stereo not drawn),4.4%,0.6,-2.1,6.9%,/,-0.8%,-3.2%,22.6%

# Some entries already given, showing only EPAC1 antag, MmCpn inh and PI5P4Ka inh.
compound,EPAC1 antag,MmCpn inh,PI5P4Ka inh
CCOC(=O)c1sc(NC(=O)CSc2nnc(C(C)C)n2CC)nc1C,15.3%,-0.4%,6.1
O=S(=O)(NCc1ccco1)c1cccc(S(=O)(=O)N2CCOCC2)c1,17.4%,2.3%,-1.2
CC(O)CNC1c2ccccc2CC1O (stereo not drawn),22.6%,/,-2.1

# Following part.
SMILES,WRN helicase inh,CCT modulator,PI5P4Ka inh,EPAC1 ag,MmCpn inh,PLK1 PBD block,EPAC2 antagonist,EPAC1 antag
O=C(O)CN1C(=O)C(=O)N(Cc2ccc(Cl)cc2Cl)C1=O,2.6%,-3.2,12.0,-9.7%,-0.6%,-2.8%,-1.6%,-10.6%
COc1ccccc1-n1c2nc3ccccc3nc2c2c(=O)n(-c3cc(C)cc(C)c3)cnc21,-4.4%,-1.7,5.1,-2.5%,2.8%,-21.0%,-10.3%,-10.2%
COCCN(CCOC)S(=O)(=O)c1ccc(C(=O)Nc2ccc([N+](=O)[O-])cc2OC)cc1,-4.2%[57.1 µM],1.1,8.8,-14.6%,2.1%,5.2%,3.3%,-25.6%
COc1ccc(N2CCC(CNC(=O)Nc3ccc(OC)cc3OC)C2)cc1 (stereo not drawn),-3.0%,-3.8,-12.6,3.2%,-4.0%,-20.0%,-1.2%,-2.2%
COC(=O)/C=C1/SC(=NC(=O)c2ccccc2)NC1=O,-17.0%,-6.8,-16.0,-0.9%,-0.1%,-25.8%,-8.6%,3.7%
COc1ccc(C(=O)Nc2ccc(S(=O)(=O)Nc3cnc4ccccc4n3)cc2)cc1,-14.8%,-5.9,0.2,5.7%,-4.0%,-16.5%,-5.5%,14.4%
CC1=C(C(=O)Nc2cccc(C(=O)NCC(C)c3ccccc3)c2)SCCO1 (stereo not drawn),10.8%,0.1,0.7,-6.7%,/,1.4%,17.6%,10.5%
